# GPR55 antagonists = GPR55 antagonists blocking LPI-driven arrestin recruitment, primary screen, imaging, U2OS, beta-arrestin-GFP, LPI agonist (AID 2013); inhibition, % at 10 µM; hits with a dose series show IC50 in µM; hit rate 0.13% among 290,000; U2OS GPR55 beta-arrestin-GFP translocation imaging, LPI antagonism; higher % means a stronger effect;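 active = spots per cell inhibited over 60%, with over 100 cells counted and total cytoplasm intensity under 500,000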;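 also: U2OS cells stably carrying GPR55 and arrestin-GFP stimulated by 5 µM LPI near EC80; imaged beta-arrestin-GFP aggregate spots per cell after agonist stimulation; plate controls were LPI-stimulated DMSO wells for no effect and DMSO wells without LPI for full effect; some results filed as inactive read as strong as hits; confirmed hits need IC50 under 10 µM and bright autofluorescent wells are also inconclusive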
# GPR55 activation = GPR55 agonists via beta-arrestin recruitment, primary screen, imaging, U2OS cells, beta-arrestin-GFP redistribution (AID 1961); hit rate 0.048% among 290,000; activation, % at 10 µM; hits with a dose series show EC50 in µM; U2OS GPR55 beta-arrestin-GFP redistribution imaging; higher % means a stronger effect;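 active = activation above 40% with more than 50 cells counted in the well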;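 also: U2OS osteosarcoma cells stably expressing GPR55 and beta-arrestin-GFP; plate controls were DMSO negative control for no effect and LPI positive control for full effect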
# NTR1 agonist = agonists of NTR1, primary screen, imaging, U2OS cells, beta-arrestin-GFP, high content (AID 493036). P30989. NTR1-U2OS beta-arrestin-GFP spot imaging, agonist mode. activation, % at 20 µM. hit rate 0.17% among 330,000;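 active = activation at or above 40% of the spot to cytoplasm intensity ratio, with at least 20 cells analyzed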;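 also: 0% = DMSO without peptide and 100% = 100 nM NTR1 peptide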
# Target sequence (P30989 whole entry, looked up): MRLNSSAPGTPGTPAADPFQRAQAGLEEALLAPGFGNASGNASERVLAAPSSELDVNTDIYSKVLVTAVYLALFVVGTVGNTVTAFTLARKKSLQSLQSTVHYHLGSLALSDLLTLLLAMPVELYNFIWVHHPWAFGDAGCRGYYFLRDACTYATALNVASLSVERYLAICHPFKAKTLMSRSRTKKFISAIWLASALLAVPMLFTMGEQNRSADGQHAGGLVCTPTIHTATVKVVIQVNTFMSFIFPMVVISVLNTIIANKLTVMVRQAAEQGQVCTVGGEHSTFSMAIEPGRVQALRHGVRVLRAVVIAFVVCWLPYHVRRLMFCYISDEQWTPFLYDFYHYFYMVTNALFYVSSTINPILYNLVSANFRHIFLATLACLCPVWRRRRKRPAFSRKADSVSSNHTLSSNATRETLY
# GPR35 antagonists = inhibition of zaprinast-stimulated GPR35 beta-arrestin translocation – imaging, U2OS, beta-arrestin-GFP, zaprinast agonist, primary screen (AID 2058); hit rate 0.052% among 290,000; U2OS GPR35 beta-arrestin-GFP translocation imaging, zaprinast antagonism; higher % means a stronger effect; inhibition, % at 10 µM, or IC50 in µM where a hit was titrated;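 active = inhibition of at least 50% with at least 30 cells and total cytoplasm GFP at most 10,000,000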
# LYP phosphatase = inhibitors of LYP phosphatase, biochemical, fluorescence intensity, uHTS (AID 1779) | inhibition, % at 11.5 µM; hits with a dose series show IC50 in µM | recombinant LYP phosphatase, fluorescence intensity; higher % means a stronger effect | hit rate 0.054% among 290,000; in the data active = inhibition above about 50%;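 also: plate controls were vehicle with enzyme for no effect and no enzyme for full effect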
# T cell modulator = T cell immune modulation candidate; AID 2052; 2C CD8+ T cell-vesicle binding, flow cytometry; stronger effect = lower value; hit rate 0.068% among 330,000; calls only at 7 µM;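 active = response, share of CD8 T cells binding vesicles, and their 90th percentile fluorescence all below set limits, cut at about 80% in these data, passing the limit was not always enough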
#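 System: murine 2C transgenic CD8+ T lymphocytes; also added: QL9-loaded Drosophila micro-vesicles; times: binding 1.5 h at 37 °C; measured by: flow cytometry, PE anti-B7-1 (FL2) versus Alexa647 anti-CD8 (FL8), PFA-fixed; control set: Peptide-free naked vesicles (low) and QL9 vesicles with 0.7% DMSO vehicle (high)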
# Rac1 GTP hydrolysis = MgcRacGAP GTPase-activating activity inhibitors, confirmation, biochemical, ADP Hunter fluorescence. MgcRacGAP-stimulated Rac1 GTP hydrolysis, ADP Hunter fluorescence; higher % means a stronger effect; GST-tagged Rac1 F28L mutant substrate. inhibition, % at 30 µM, or IC50 in µM where a hit was titrated. hit rate 0.6% among 340,000;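 active = first-screen hits whose inhibition reached a set limit at any dose in the follow-up dose series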;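 also: fluorescence reports GDP produced by GAP-driven GTP hydrolysis; strong numbers were not always called active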
# Hep lipid drop = modulators of hepatic lipid droplet formation | AML12 mouse hepatocytes, oleate lipid droplets, BODIPY imaging | inhibition, % at 6.5 µM | hit rate 0.4% among 240,000;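 active = lipid droplet intensity inhibited by at least 50%, with more than 500 cells counted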
#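 Material – AML12 mouse liver cells · Also added – oleate loading, 100 µM · Compound dosing – 6.5 µM single-point dosing · Times – overnight treatment with compound plus oleate · Measured by – fluorescence imaging, 20x objective, two fields per well · Read-out – percent inhibition of filter-corrected integrated lipid droplet intensity per well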
# SV40 large T antigen = TAg ATPase/helicase activity blockers – biochemical (AID 1903). SV40 large T antigen ATPase/helicase inhibition assay; higher % means a stronger effect. one-dose inhibition, % at 20 µM; IC50 in µM for titrated hits. hit rate 0.39% among 310,000; in the data active = a potency from the dose series; also: strong numbers were not always called active
# Hep lipid drop cells 6.5 µM = further read-out of Hep lipid drop, marked with its call; cell count; measured here: cell count, cytotoxicity flag;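 cells counted across two imaged fields per well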
# T cell modulator vesicle-bound % = also measured in T cell modulator; calls as there; double positive events, %; measured here: CD8+ vesicle-bound cell fraction;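 binding gate set so that unloaded-vesicle control wells show 10% double positive cells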
# NTR1 agonist cell count 20 µM = recorded beside NTR1 agonist, whose call it bears; cell count; measured here: cell count, cytotoxicity flag
# * marks the source's active call; other numbers are inactive results; i = inactive; . = not tested or not shown. Rows were taken by chance; 1.8% or so of the library scored in one or more.
Compound	T cell modulator	Rac1 GTP hydrolysis	GPR55 activation	LYP phosphatase	NTR1 agonist	GPR35 antagonists	GPR55 antagonists	SV40 large T antigen	T cell modulator vesicle-bound %	Hep lipid drop	NTR1 agonist cell count 20 µM	Hep lipid drop cells 6.5 µM
C/C(=N\NC(=O)C(c1ccccc1)c1ccccc1)c1ccccn1	i	-2.0%	0.5%	-5.5%	11.1	7.6%	14.6%	12.1%	37.3	-46.7	64	646
N#Cc1nc(N2CCCCC2)nc(N2CCOCC2)n1	i	-3.5%	0.2%	-5.3%	5.3	-4.3%	-18.4%	3.2%	12.5	-8.4	44	682
Cc1ccc(N=C2NC(=O)/C(=C\c3cccs3)S2)cc1C	i	-6.2%	-0.4%	7.4%	5.6	12.3%	2.7%	8.7%	60.8	-1.2	72	641
CCSCc1nnc(SCC(=O)c2ccc(OC)cc2)n1C	i	14.6%	-0.2%	-3.7%	-0.2	-9.4%	-8.9%	17.3%	56.1	-3.1	44	701
COc1cccc(NC(=O)NC(C)C2CC3CCC2C3)c1 (stereo not given)	i	9.1%	-0.1%	-5.9%	1.4	6.5%	-3.6%	3.5%	33.0	-14.1	84	648
CN1CCN(C(=S)Nc2cccc(S(=O)(=O)N(C)C)c2)CC1	i	0.1%	-0.3%	-2.9%	-0.7	-7.4%	4.5%	2.5%	34.0	0.9	32	764
COc1cccc(N=Cc2c(O)n(-c3cccc(C)n3)c(=O)c3ccccc23)c1	i	0.9%	-0.1%	-5.4%	1.4	-9.5%	-1.4%	18.0%	29.0	.	51	.
O=C(Nc1cccc2ncccc12)c1cccc(Br)c1	i	-0.1%	0.0%	-5.6%	0.6	-5.5%	-0.1%	6.8%	15.9	-2.0	66	826

# More compounds follow:
Compound	T cell modulator	Rac1 GTP hydrolysis	GPR55 activation	LYP phosphatase	NTR1 agonist	GPR35 antagonists	GPR55 antagonists	SV40 large T antigen	T cell modulator vesicle-bound %	Hep lipid drop	NTR1 agonist cell count 20 µM	Hep lipid drop cells 6.5 µM
COc1cc(NC(=O)N[C@@H](CCSC)C(=O)O)cc(OC)c1	i	5.8%	-0.1%	-4.1%	-1.1	12.2%	7.5%	13.8%	51.2	28.9	68	779
O=C(/C=C/c1ccc(F)cc1)NC(=S)NC1CCCCC1	i	-4.2%	-0.1%	3.5%	-0.7	-4.2%	-11.4%	8.4%	57.8	-19.7	46	710
Cc1ccc(C(=O)CCC(=O)OCC(=O)Nc2ccc3[nH]c(=O)[nH]c3c2)cc1	i	9.4%	.	.	-0.4	.	.	4.1%	49.0	.	54	.
Cc1cc(NC(=O)c2c([N+](=O)[O-])c(C)nn2C)no1	i	7.0%	0.0%	-9.8%	0.0	0.1%	4.2%	1.5%	31.7	.	69	.
Cc1ccc(S(=O)(=O)NCC(=O)Nc2ccc3c(c2)OCCO3)cc1	i	4.0%	0.2%	0.3%	4.5	5.0%	4.7%	3.3%	35.0	18.2	53	683
COC(=O)c1ccc(NC(=O)CSCC(=O)OCC(=O)c2ccc(Br)cc2)cc1	i	4.8%	-0.2%	2.8%	0.3	0.6%	-0.9%	15.5%	5.7	15.2	92	772
Cc1ccc(S(=O)(=O)N(Cc2ccccc2)C(C)C)cc1	i	13.3%	1.0%	-7.0%	2.9	6.9%	-5.4%	-7.3%	17.3	-8.5	72	848
O=C(c1ccco1)N1CCN(c2nnc(-c3ccccc3)c3ccccc23)CC1	i	0.5%	0.3%	-2.2%	-1.5	3.2%	0.9%	12.0%	38.1	-14.4	72	753

# The list goes on.
Compound	T cell modulator	Rac1 GTP hydrolysis	GPR55 activation	LYP phosphatase	NTR1 agonist	GPR35 antagonists	GPR55 antagonists	SV40 large T antigen	T cell modulator vesicle-bound %	Hep lipid drop	NTR1 agonist cell count 20 µM	Hep lipid drop cells 6.5 µM
O=C(c1ccc(Cl)c(S(=O)(=O)N2CCOCC2)c1)N1CCN(c2ccccc2F)CC1	i	8.7%	-0.1%	-5.5%	0.0	8.5%	9.6%	9.5%	6.0	-3.1	75	645
CCN(C(=O)Cc1cccs1)c1nnc(-c2cccnc2)s1	i	7.4%	0.6%	1.1%	-4.2	3.8%	-6.3%	1.8%	29.8	-3.3	86	722
CC(=O)N1CCN(Cc2nc3cc([N+](=O)[O-])ccc3n2C)CC1	i	.	-0.1%	-9.4%	1.5	-0.4%	2.5%	20.3%	44.6	.	97	.
COc1ccc(-c2nnc(SCC(=O)Nc3ncc(C(F)(F)F)cc3Cl)n2CC(C)C)cc1	i	9.2%	0.3%	-3.0%	0.5	2.7%	15.7%	7.1%	45.4	-0.1	76	673
CCOC(=O)C1CCN(CC(=O)c2ccc(O)c(C)c2O)CC1	i	-2.5%	-0.1%	-1.3%	0.3	-11.8%	-1.0%	11.6%	24.9	5.1	52	709
O=C(NC1CCCCCC1)C(=O)NC1CCCC1	i	0.8%	0.2%	-2.9%	-2.1	-18.2%	19.0%	13.2%	52.6	5.2	47	624
CCOCc1c(C(=O)NC2=Nc3ccccc3NC(CC)=C2C(=O)OCC)oc2ccccc12	i	-11.9%	-0.2%	8.6%	3.3	5.2%	7.4%	1.9%	46.9	4.8	31	710
Cc1cc(N2C(=O)[C@@H]3[C@H](C2=O)[C@@H]2C[C@H]3C(Br)C2Br)no1 (stereo not given in full)	i	-10.1%	-0.2%	-5.1%	0.0	6.6%	3.4%	14.0%	46.9	6.5	48	759

# Other structures.
Compound	T cell modulator	Rac1 GTP hydrolysis	GPR55 activation	LYP phosphatase	NTR1 agonist	GPR35 antagonists	GPR55 antagonists	SV40 large T antigen	T cell modulator vesicle-bound %	Hep lipid drop	NTR1 agonist cell count 20 µM	Hep lipid drop cells 6.5 µM
CC12CC(c3ccccc3O1)N(C(=O)c1ccco1)C(=O)N2c1ccccc1 (stereo not given)	i	9.7%	0.2%	-2.1%	2.4	-11.3%	9.2%	2.9%	56.9	-0.6	44	794
CCOC(=O)c1cnn(-c2cc(C)c3ccccc3n2)c1N	i	6.4%	0.1%	-9.1%	4.4	23.1%	11.1%	13.9%	19.0	.	29	.
CCN(CC)S(=O)(=O)c1ccc(/C=C/C(=O)Nc2c(C)n(C)n(-c3ccccc3)c2=O)cc1	i	-5.8%	-0.5%	1.2%	0.5	8.0%	12.9%	13.9%	25.2	2.4	49	711
COc1ccc2c(c1)C(=O)[C@@H](O)[C@H](c1ccc(OC)c(Br)c1)O2	i	2.5%	0.1%	-5.3%	-0.5	3.8%	-8.7%	14.5%	32.5	15.1	90	716
CCc1ccc(NC(=O)COc2coc(CN3CCc4ccccc4C3)cc2=O)cc1	i	5.8%	.	.	20.5	.	.	3.4%	3.6	.	64	.
NC(=O)c1cc([N+](=O)[O-])ccc1N1CCN(Cc2ccccc2)CC1	i	7.6%	-0.1%	-2.6%	-0.1	-6.1%	4.7%	0.7%	2.8	-0.4	65	862
COc1ccc(CNc2nc(-c3cccnc3)nn2C(C)=O)cc1	i	16.7%	-0.7%	-4.4%	0.0	1.8%	6.3%	9.6%	7.7	-5.0	48	752
CCCCC(=O)N1CCN(c2nc3ccc(Cl)cc3s2)CC1	i	-39.2%	-0.1%	-4.6%	-0.1	9.4%	4.8%	12.3%	30.2	-1.5	69	646

# Record cards, from the list above. Order of values: T cell modulator, Rac1 GTP hydrolysis, GPR55 activation, LYP phosphatase, NTR1 agonist, GPR35 antagonists, GPR55 antagonists, SV40 large T antigen, T cell modulator vesicle-bound %, Hep lipid drop, NTR1 agonist cell count 20 µM, Hep lipid drop cells 6.5 µM
# Results for O=C(NC1CCCCCC1)C(=O)NC1CCCC1 → i, 0.8%, 0.2%, -2.9%, -2.1, -18.2%, 19.0%, 13.2%, 52.6, 5.2, 47, 624
# Results for CCOC(=O)c1cnn(-c2cc(C)c3ccccc3n2)c1N → i, 6.4%, 0.1%, -9.1%, 4.4, 23.1%, 11.1%, 13.9%, 19.0, ., 29, .
# Results for Cc1ccc(S(=O)(=O)NCC(=O)Nc2ccc3c(c2)OCCO3)cc1 → i, 4.0%, 0.2%, 0.3%, 4.5, 5.0%, 4.7%, 3.3%, 35.0, 18.2, 53, 683

# Next section:
Compound	T cell modulator	Rac1 GTP hydrolysis	GPR55 activation	LYP phosphatase	NTR1 agonist	GPR35 antagonists	GPR55 antagonists	SV40 large T antigen	T cell modulator vesicle-bound %	Hep lipid drop	NTR1 agonist cell count 20 µM	Hep lipid drop cells 6.5 µM
CCN(Cc1ccccc1)C(c1ccccn1)c1nnnn1C(C)(C)CC (stereo not given)	i	-1.2%	-0.2%	-6.8%	1.3	32.5%	16.1%	-5.3%	45.5	.	50	.
COc1ccc(S(=O)(=O)NC(CC(=O)NCCc2ccccc2)c2ccco2)cc1 (stereo not given)	i	3.6%	-0.1%	-8.4%	2.2	-10.5%	-3.5%	6.4%	14.1	5.0	49	764
CN(C)c1ccc(C=NCCc2ccc(S(N)(=O)=O)cc2)cc1	i	5.2%	0.6%	-3.7%	1.9	-5.4%	-4.5%	3.3%	28.4	2.9	61	703
O=C(Nc1ccccc1)OCN1C(=O)c2ccccc2C1=O	i	-0.7%	-2.0%	-5.3%	1.7	16.4%	17.6%	0.2%	28.5	.	78	.
O=C(N/C(=C/c1ccc(Br)cc1)C(=O)N1CCOCC1)c1ccco1	i	-9.6%	0.0%	-0.2%	-0.6	4.6%	-4.9%	5.4%	57.5	-0.2	53	817
COc1ccc(NC(=O)c2ccccn2)cc1S(=O)(=O)N1CCOCC1	i	4.7%	0.2%	-2.3%	-1.2	-6.7%	-3.0%	22.6%	61.3	-1.8	24	701
O=C(CS(=O)CC(=O)Nc1cnc2ccccc2c1)Nc1ccc(Cl)cc1 (stereo not given)	i	8.2%	-0.2%	-4.0%	-0.4	-0.3%	-10.4%	8.3%	35.9	-2.6	59	800
O=C(NN1CC(=O)N(c2cc(Cl)cc(Cl)c2)CC1=O)c1sccc1Cl	i	.	0.0%	-6.8%	0.0	-2.8%	-6.6%	14.8%	54.0	-3.5	40	598
COc1ccc(/C=N/NC(=O)CNC(=O)c2ccc(S(=O)(=O)N3CCOCC3)cc2)c(OC)c1	i	3.2%	-0.2%	-0.3%	-1.3	-15.4%	20.6%	5.1%	4.3	-5.8	26	530
CNC(=S)N1N=C(c2ccc(C)cc2)CC1c1ccc(Cl)cc1 (stereo not given)	i	7.3%	0.3%	6.9%	2.3	-14.2%	8.9%	5.9%	51.7	13.9	65	822
